Source: PubChem (several laboratories)
CAL PDZ FP-1 – untagged CAL PDZ binding inhibitors, primary screen, biochemical, fluorescence polarization, HTS; inhibition, % at 24.9 µM; actives 0.92% (n = 300,000); Golgi-associated PDZ and coiled-coil motif-containing protein (Homo sapiens), Q9HD26; purified CAL PDZ, TMR-peptide fluorescence polarization, 1 h; AID 602252, 2012;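 active = mean inhibition of at least 30% with at least half of replicates also reaching 30%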;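 also: 0% = DMSO neutral control and 100% = excess unlabeled competitor peptide PRC23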
SR-BI uptake up – activators of SR-BI mediated DiI-HDL uptake, primary screen, ldlA[mSR-BI] CHO cells, DiI fluorescence | 3 h; 100 = double the neutral-control signal | activation, % at 12.5 µM | actives 0.096% (n = 320,000);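 active = mean replicate activation of at least 60% and every replicate at or above 60%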;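 also: 0% = median plate neutral-control signal and 100% = twice that signal; values of inactives mirror those of a sister screen read the other way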
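Test system: SR-BI-overexpressing, LDLR-lacking CHO cells; Also added: labelled HDL, 10 µg/mL; Measured by: bottom-read cell fluorescence after medium removal, ex 550/em 595 nm; Timing: 3 h uptake period with compound, 37 °C; Buffer or medium: F12, 0.5% BSA, 25 mM HEPES; Doses: single compound concentration, delivered by pin transfer.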
cardiac RTF act – cardiac RTF calcium sensitivity activators, primary screen, biochemical, IANBD-TnC fluorescence, EC20 calcium; IANBD-labeled TnC RTF fluorescence at EC20 calcium; 0% EC20 calcium, 100% full calcium; activation, % at 7.2 µM; actives 0.24% (n = 340,000);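 active = activation above the mean over all tested compounds plus 3 SD, cut at about 30% in these data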;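 also: rise in fluorescence read as greater calcium sensitivity of cardiac thin filaments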
PKA-R2B activ – activators of PKA-R2B holoenzyme, primary screen, biochemical, fluorescence polarization, Cy5-IP20, human; cAMP-dependent protein kinase catalytic subunit beta (Homo sapiens) + cAMP-dependent …; PKA-R2B holoenzyme dissociation; R2B truncated from residue 108, S112A mutant; 0% DMSO only, 100% 113 µM cGMP; activation, % at 11.4 µM; actives 0.079% (n = 340,000);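 active = activation above a cutoff set at the mean over all compounds plus 3 SD, cut at about 18% in these data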;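 also: higher means more holoenzyme dissociation and a rise in polarization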
Rtt109 HAT inh – inhibitors of C. albicans Rtt109/Vps75 HAT, primary screen, biochemical, ThioGlo CoA-SH fluorescence, plate reader; AID 540336, 2011; inhibition, % at 34.9 µM; purified Rtt109/Vps75, 4 h; Histone acetyltransferase RTT109 (Candida albicans (strain SC5314 / ATCC MYA-2876)), …; actives 0.16% (n = 330,000);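 active = inhibition of at least 50% in every replicate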
Target sequence (Q5AAJ8 whole entry, looked up): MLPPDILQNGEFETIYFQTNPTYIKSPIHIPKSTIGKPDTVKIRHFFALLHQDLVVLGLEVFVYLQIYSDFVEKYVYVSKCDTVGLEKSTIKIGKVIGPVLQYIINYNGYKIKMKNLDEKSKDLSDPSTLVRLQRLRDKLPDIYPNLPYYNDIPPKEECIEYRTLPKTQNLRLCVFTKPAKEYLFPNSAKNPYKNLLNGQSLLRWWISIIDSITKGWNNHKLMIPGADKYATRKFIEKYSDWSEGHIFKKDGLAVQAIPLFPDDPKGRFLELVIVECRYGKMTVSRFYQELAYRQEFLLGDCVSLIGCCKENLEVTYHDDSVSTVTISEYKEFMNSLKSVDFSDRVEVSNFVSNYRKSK
CAL PDZ FP-2 – CAL PDZ peptide-binding inhibitors, primary screen, biochemical, fluorescence polarization, Cer-tagged CAL PDZ, HTS; actives 0.02% (n = 330,000); Golgi-associated PDZ and coiled-coil motif-containing protein (Homo sapiens), Q9HD26; inhibition, % at 20 µM; purified CAL PDZ, TMR-peptide fluorescence polarization, 1 h; AID 504414, 2011;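 active = highest replicate inhibition of at least 40%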;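 also: plate controls were DMSO neutral control wells for no effect and unlabeled competitor peptide control wells for full effect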
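Test system: tagged CAL PDZ domain / Buffer or medium: sodium phosphate/NaCl buffer pH 7.4 with TCEP, IgG, Thesit / Reagent: TMR-labelled reporter peptide T*-PRC34 bound in PDZ groove / Compound dosing: single point, 20 µM / Schedule: 1 h incubation at room temperature before polarization reading / Technique: fluorescence polarization (mP) / Benchmarks: unlabelled peptide, DMSO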
DAGLB inhibitor – DAGLB lipase inhibitors, primary screen, biochemical, fluorescence, HTS. Diacylglycerol lipase-beta (Homo sapiens), Q8NCG7. HEK293T DAGLB membrane lysate, EnzChek fluorogenic substrate. inhibition, % at 5.17 µM. actives 0.059% (n = 340,000); in the data active = inhibition above about 34%;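 also: 0% = enzyme with vehicle and 100% = wells lacking enzyme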
C-LANA FP – inhibitors of KSHV C-LANA binding to DNA, primary screen, biochemical, fluorescence polarization, FAM-LBS DNA, MBP-C-LANA, single point. actives 0.078% (n = 340,000). AID 504423, 2011. inhibition, % at 9 µM;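 active = highest replicate inhibition at or above 60% at 9 µM, even if other replicates fall short; inactive = all replicates below 60% inhibition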;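 also: 0% = neutral control wells and 100% = 4 µM acridine orange control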
Keap1 Nrf2 FP – Keap1-Nrf2 protein-protein interaction inhibitors, primary screen, biochemical, fluorescence polarization, single point; Kelch-like ECH-associated protein 1 (Homo sapiens), Q14145; Keap1 Kelch-Nrf2 peptide fluorescence polarization, 1536-well; inhibition, % at 9.4 µM; actives 0.15% (n = 340,000); in the data active = inhibition above about 12%;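 also: human Keap1 Kelch domain with fluorescein labeled Nrf2 9mer peptide probe; 0% = neutral control wells and 100% = peptide positive control; higher means more block of Keap1 binding to Nrf2 peptide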
Target sequence (Q14145 whole entry, looked up, the tested form may be a part): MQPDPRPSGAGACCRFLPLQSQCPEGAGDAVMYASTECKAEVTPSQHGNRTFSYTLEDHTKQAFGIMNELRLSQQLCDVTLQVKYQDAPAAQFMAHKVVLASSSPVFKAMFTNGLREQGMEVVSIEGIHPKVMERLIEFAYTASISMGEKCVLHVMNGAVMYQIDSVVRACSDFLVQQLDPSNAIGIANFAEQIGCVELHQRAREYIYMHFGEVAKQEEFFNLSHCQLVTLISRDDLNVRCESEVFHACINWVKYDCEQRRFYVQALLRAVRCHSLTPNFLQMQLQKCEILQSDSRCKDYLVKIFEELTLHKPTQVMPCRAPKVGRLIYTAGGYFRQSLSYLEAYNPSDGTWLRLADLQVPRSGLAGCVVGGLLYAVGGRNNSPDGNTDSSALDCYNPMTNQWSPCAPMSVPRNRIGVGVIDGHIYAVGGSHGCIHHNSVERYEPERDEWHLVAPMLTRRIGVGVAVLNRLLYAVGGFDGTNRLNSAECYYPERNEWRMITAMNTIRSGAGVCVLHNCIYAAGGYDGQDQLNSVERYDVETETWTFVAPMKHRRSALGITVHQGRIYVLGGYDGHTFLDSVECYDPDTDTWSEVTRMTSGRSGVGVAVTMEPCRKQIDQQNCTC
RTF Ca sens inh – cardiac RTF calcium sensitivity inhibitors, primary screen, biochemical, IANBD-TnC fluorescence, EC70 calcium | IANBD-labeled cardiac RTF, Ca2+ fluorescence | inhibition, % at 7.15 µM | actives 0.12% (n = 340,000);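 active = inhibition above the mean inhibition of all tested compounds plus 3 SD, cut at about 17% in these data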;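 also: assay run at fixed EC70 calcium of 1.6 mM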
An asterisk follows results filed as active; . = not tested or not shown.

Value order – CAL PDZ FP-1	SR-BI uptake up	cardiac RTF act	PKA-R2B activ	Rtt109 HAT inh	CAL PDZ FP-2	DAGLB inhibitor	C-LANA FP	Keap1 Nrf2 FP	RTF Ca sens inh
> CCOC(=O)C1(Cc2ccc(OC)cc2)CCN(C(=O)C2CC(=O)N(C3CC3)C2)CC1 (centres undefined)
 : -9	10	8	4	8	-1.9	0	0.5	-2	-1
> Cc1ccc(C2OC(=O)c3ccccc32)cc1 (centres undefined)
 : -4	12	-2	1	1	-0.5	-1	2.3	-5	11
> Cc1nn(C)cc1/C=N/NC(=O)Cn1nnc(N)n1
 : .	5	-4	-6	-11	-0.6	-1	0.5	2	2
> Cc1ccc(NC(=S)NC(=O)C2CC2)c(C)c1
 : -2	0	1	-3	-4	-0.5	-4	-0.2	-4	3
> Cc1ccccc1Oc1ccc(-c2nc(N)nc(N)n2)cc1
 : 0	.	2	-1	-1	-0.8	-1	2.0	-1	9
> O=C(O)/C=C\c1cc2c(cc1[N+](=O)[O-])OCO2
 : -3	7	-1	-10	5	-2.6	0	21	-6	4
> O=C(Nc1nnc(-c2ccccc2Cl)s1)c1ccccc1F
 : -4	17	6	-11	-3	0.3	-1	0.6	4	-7
> O=C(/C=C/c1cccc([N+](=O)[O-])c1)NC(=S)Nc1ccc(CN2CCOCC2)cc1
 : -2	-34	-1	0	-3	-3.2	1	-1.5	2	-22
> C=CCNC(=O)CC(=O)N/N=C/c1cccc(Br)c1
 : -2	-6	10	-4	5	-0.5	-2	-0.3	3	1
> COc1ccccc1C1(O)CC2CCC(C1)N2S(=O)(=O)c1ccc(C(C)=O)cc1 (centres undefined)
 : -5	5	1	-8	-6	-1.4	-1	1.1	1	2
> COc1ccc(CCNCC(O)Cn2ccc3ccccc32)cc1OC (centres undefined)
 : -2	-8	-2	3	5	-1.3	-3	1.4	-8	-1
> CCOCCCn1c(=S)[nH]c2cc(C(=O)N3CCOCC3)ccc2c1=O
 : .	24	-4	9	4	-0.9	0	1.2	1	0
> CCOC(=O)COc1ccc(S(=O)(=O)Nc2ccc3c(c2)OCO3)cc1
 : -3	19	-10	-8	-19	-4.2	0	-1.8	-6	-15
> Cc1ccc(-c2nn(C(C)(C)C)c3ncnc(NS(=O)(=O)c4ccc([N+](=O)[O-])cc4)c23)cc1
 : -1	-49	-1	-10	-15	-1.2	-11	0.4	3	-9
> O=[N+]([O-])c1cc2c(cc1Br)CCN2
 : -6	16	3	4	5	-0.1	6	0.1	-3	2
> Cc1c(Br)c(=O)[nH]c(=O)n1COCc1ccccc1
 : -7	42	-5	-10	-22	-0.8	1	0.6	1	-4
> COc1ccc(CCNC(=O)c2ccccc2SC)cc1
 : 3	31	0	1	-3	-0.5	2	-0.7	2	-3
> COc1cc(/C=C/C(=O)OCC(=O)c2ccc(S(=O)(=O)N3CCCCC3)cc2)cc(OC)c1OC
 : 6	2	-3	-6	-5	1.9	0	-1.3	-1	-2
> CC12CCC(=O)N1C(C(=O)NCc1ccccc1Cl)CS2 (centres undefined)
 : -4	9	-10	-6	0	-2.6	-2	0.2	3	-9
> COc1cc(/C=N/NC(=O)CCNC(=O)c2ccccc2Cl)ccc1O
 : -3	12	2	2	.	0.6	0	-0.4	-1	-9

Shown with values ahead of the structure: entries from further up
CAL PDZ FP-1	SR-BI uptake up	cardiac RTF act	PKA-R2B activ	Rtt109 HAT inh	CAL PDZ FP-2	DAGLB inhibitor	C-LANA FP	Keap1 Nrf2 FP	RTF Ca sens inh	canonical_smiles
-4	12	-2	1	1	-0.5	-1	2.3	-5	11	Cc1ccc(C2OC(=O)c3ccccc32)cc1 (centres undefined)
.	5	-4	-6	-11	-0.6	-1	0.5	2	2	Cc1nn(C)cc1/C=N/NC(=O)Cn1nnc(N)n1
-2	0	1	-3	-4	-0.5	-4	-0.2	-4	3	Cc1ccc(NC(=S)NC(=O)C2CC2)c(C)c1

(continued)
Value order – CAL PDZ FP-1	SR-BI uptake up	cardiac RTF act	PKA-R2B activ	Rtt109 HAT inh	CAL PDZ FP-2	DAGLB inhibitor	C-LANA FP	Keap1 Nrf2 FP	RTF Ca sens inh
> Cc1cccc2nc(CSc3nc4[nH]ncc4c(=O)n3-c3ccccc3Cl)cc(=O)n12
 : -6	3	5	1	11	-5.9	2	-1.2	-13	-1
> COc1ccccc1C(=O)NCCC(=O)NCC(c1ccccc1OC)N1CCCC1 (centres undefined)
 : 0	16	3	-1	-10	-2.2	2	1.5	-2	-6
> Cc1cc(NC(=O)Cn2cnc3c2c(=O)n(C)c(=O)n3C)n(-c2ccccc2)n1
 : -1	-19	-5	-14	14	-1.4	0	1.4	1	-5
> O=C1c2ccccc2S(=O)(=O)c2cc(C(=O)N3CCN(c4c(Cl)cncc4Cl)CC3)ccc21
 : -1	-36	-4	-7	13	0.3	2	-0.9	0	-10
> Cc1ccc(C(=O)c2ccc(N3CCOCC3)c(F)c2)cc1
 : -5	-3	-4	-3	-2	0.2	-10	2.8	1	1
> COc1ccc(/C=C(\NC(=O)c2ccc(C)cc2)C(=O)NCCN2CCOCC2)cc1
 : -5	3	-2	-2	-9	-2.0	-1	-2.6	2	13
> O=C(Nc1ccc2[nH]ncc2c1)c1ccc(F)cc1
 : -5	-18	2	2	5	0.1	-2	0.6	-8	-2
> CCc1nnc(SCc2ccc([N+](=O)[O-])cc2)nc1CC
 : 2	1	-12	-2	14	-0.4	-8	1.6	-1	-15
> CCn1c(NC(=O)c2ccccc2)c(-c2cccs2)c(=O)c2ccccc21
 : .	15	4	5	12	-1.4	5	0.2	1	-6
> CC(C)Cn1c(=O)c(C(=O)N/N=C/c2cccc(F)c2)c(O)c2ccccc21
 : -2	-9	3	5	6	-0.7	-2	-1.2	1	-1
> FC(F)(F)c1nc(-c2ccccc2)ncc1-c1nnnn1-c1ccccc1
 : .	-19	-2	-4	-3	-0.7	-8	1.3	-1	0
> Cc1cc(C)c2c(C)c(C(=O)Nc3c(C)n(C)n(-c4ccccc4)c3=O)oc2c1
 : -1	0	-1	3	-2	-1.8	-1	1.6	2	3
> CN(C)c1ccc(Nc2nc(N)c([N+](=O)[O-])c(N3CCOCC3)n2)cc1
 : -2	-8	3	1	29	-1.1	9	0.1	-5	-27
> Cc1cccc(C2=NC(C(F)(F)F)(C(F)(F)F)c3c(n(-c4ccc(F)cc4)c(=O)[nH]c3=O)N2)c1
 : -4	15	-7	-2	-1	-0.9	1	5.1	1	2
> CC(C)OCCCn1c(=S)[nH]c2ncccc2c1=O
 : -1	.	-7	-1	-14	-1.0	-2	1.4	-2	1
> O=C(CN1C(=O)c2ccccc2S1(=O)=O)N1CCN(Cc2ccc3c(c2)OCO3)CC1
 : -1	21	-5	-6	-4	-1.1	0	-0.1	2	-11
> O=C(NC(=S)Nc1cccc([N+](=O)[O-])c1)C1CCCCC1
 : -3	-19	1	-8	-8	-2.1	-7	0.7	1	-2
> Cn1nnnc1SCC(=O)c1ccc(Br)s1
 : -1	-3	0	-4	2	-1.1	0	0.3	-1	4
> C/C=C/C(=O)Nc1nnc(-c2ccccc2C)s1
 : 0	15	-5	-3	-4	-1.6	3	1.2	-4	-9
> CCC1(C)Cc2nc(Cl)c(C#N)cc2CO1 (centres undefined)
 : .	-1	1	6	-7	-0.8	-3	-0.5	4	-5
> COc1ccc(Cl)cc1NC(=O)c1[nH]c(C)c(C(C)=O)c1C
 : -3	-9	7	7	.	-1.1	-2	1.4	1	-3
> O=C(CSc1ccc2c(c1)OCCO2)Nc1ccc(Br)cc1
 : 0	43	-1	-8	-6	-0.6	-5	-0.4	0	-8
> COc1ccccc1CNC(=O)CN1C(=O)NC2(CCCc3sccc32)C1=O (centres undefined)
 : -4	-9	6	-6	8	-2.1	-1	-0.4	-6	-8
> Cc1nc2c(=O)n(-c3cccc(C(F)(F)F)c3)nc(C)c2s1
 : -5	13	12	-8	-11	-1.2	-4	-0.1	2	7
> CS(=O)(=O)N(CC(=O)N1CCN(C(c2ccccc2)c2ccccc2)CC1)C1CCCCC1
 : -2	20	-6	2	.	-2.1	-5	-0.8	3	-3
> COc1ccccc1C(=O)n1nc(-c2cccnc2)nc1NCc1ccccc1
 : -1	-18	2	-4	12	-4.1	-3	-0.8	-1	-10
> CC(=O)c1ccc(N2CCN(CC(O)c3ccccc3)CC2)cc1 (centres undefined)
 : .	.	-1	0	-12	-0.6	1	-2.7	3	-3
> NS(=O)(=O)c1cccc(NC(=O)COC(=O)CCN2C(=O)c3ccccc3C2=O)c1
 : 5	6	4	8	-10	0.5	1	0.3	-2	5
> O=C(CSc1nc2[nH]ncc2c(=O)[nH]1)Nc1ccccc1F
 : .	1	10	-4	-3	-0.3	0	-1.0	-3	-9
